Thrombin inh: blocks human thrombin protease activity; P00734; 0.26% of 220,000 active; alpha-thrombin, Boc-VPR-AMC fluorogenic substrate cleavage; inhibition, % at 5 µM;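 active = inhibition at or above 40%; inactive = inhibition below 40%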;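 note: 0% = enzyme with no compound and 100% = wells without enzyme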
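Assay system: human alpha-thrombin enzyme. Reagent: Boc-VPR-AMC substrate, 15 µM final. Compound dosing: one concentration per compound, 5 µM, with 0.2% DMSO. Incubation: room-temperature reaction. Technique: AMC fluorescence, 355/460 nm. Measure: % inhibition relative to enzyme controls and enzyme-free blanks.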
FXIa inh 1536: factor XIa (human) inhibition; inhibition, % at 5 µM; purified FXIa, Boc-Glu-Ala-Arg-AMC fluorogenic substrate; 0.14% of 220,000 active; AID 798;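 active = inhibition of at least 40%; inactive = inhibition below 40%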;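 note: fluorescence of freed AMC excited at 355 nm; 0% = enzyme without compound and 100% = no enzyme blank; many of its hits are not listed in these tables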
hK5 inh: inhibitors of human kallikrein 5 | Q9Y337 | recombinant hK5, fluorogenic AMC substrate cleavage | inhibition, % at 5 µM | 0.59% of 210,000 active | AID 873;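 active = inhibition of 40% or more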;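 note: 0% = enzyme controls without compound and 100% = no-enzyme blanks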
Hck Nef HTS: blocks Nef-activated human Hck kinase; inhibition, % at 20 µM; Recombinant Hck-YEEI plus Nef, Z-Lyte FRET kinase assay; 0.68% of 220,000 active;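 active = Hck-Nef kinase inhibition above about 50%, limit read from the data; inactive = inhibition below that limit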;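 note: 0% = DMSO with Hck plus Nef and 100% = Hck alone without Nef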
Target sequence (P08631 whole entry, looked up): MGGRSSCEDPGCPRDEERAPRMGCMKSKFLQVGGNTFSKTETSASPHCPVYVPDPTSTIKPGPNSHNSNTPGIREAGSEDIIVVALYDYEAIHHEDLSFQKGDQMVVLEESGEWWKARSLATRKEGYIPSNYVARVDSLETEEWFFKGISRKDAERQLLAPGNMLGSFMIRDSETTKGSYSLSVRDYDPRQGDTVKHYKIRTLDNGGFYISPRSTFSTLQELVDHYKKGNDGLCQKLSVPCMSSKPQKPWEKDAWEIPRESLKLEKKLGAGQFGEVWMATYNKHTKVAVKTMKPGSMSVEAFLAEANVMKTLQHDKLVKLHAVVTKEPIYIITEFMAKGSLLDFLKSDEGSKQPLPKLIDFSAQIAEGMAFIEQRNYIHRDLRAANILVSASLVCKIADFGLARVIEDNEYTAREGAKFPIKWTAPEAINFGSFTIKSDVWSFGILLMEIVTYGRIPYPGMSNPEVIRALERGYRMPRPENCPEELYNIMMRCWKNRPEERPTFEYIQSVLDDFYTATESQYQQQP
14-3-3 Bad PPI: disrupts binding of bovine 14-3-3 zeta to phospho-Bad peptide | P63103 | TR-FRET 14-3-3zeta/Dy647-pBad peptide displacement, 1 h | inhibition, % at 21.7 µM | 0.71% of 220,000 active;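 active = inhibition above about 70%, limit read from the data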;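 note: 0% = full 14-3-3 plus peptide FRET controls and 100% = background without 14-3-3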
Runt-SMMHC FRET: Runt domain-CBFb-SMMHC interaction inhibition; Cerulean-Runt/Venus-CBFb-SMMHC FRET ratio 530/480, 1 h; 0.74% of 220,000 active; inhibition, % at 20 µM;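 active = mean inhibition across duplicate retests at 20 µM reaching about 50%, limit read from the data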;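 note: 0% = DMSO wells and 100% = wells with excess untagged CBFb-SMMHC; inhibitors lower the FRET ratio by blocking Runt binding to CBFb-SMMHC; some results filed as inactive read as strong as hits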
FXIIa inh 1536: inhibitors of human coagulation factor XIIa; P00748; purified FXIIa, Boc-QGR-AMC fluorogenic substrate, 2 h; AID 800; inhibition, % at 5 µM; 0.3% of 220,000 active; in the data active = inhibition above about 40%;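 note: 0% = enzyme with no compound and 100% = blank without enzyme; many of its hits are not listed in these tables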
Target sequence (P00748 20-372 limits assumed): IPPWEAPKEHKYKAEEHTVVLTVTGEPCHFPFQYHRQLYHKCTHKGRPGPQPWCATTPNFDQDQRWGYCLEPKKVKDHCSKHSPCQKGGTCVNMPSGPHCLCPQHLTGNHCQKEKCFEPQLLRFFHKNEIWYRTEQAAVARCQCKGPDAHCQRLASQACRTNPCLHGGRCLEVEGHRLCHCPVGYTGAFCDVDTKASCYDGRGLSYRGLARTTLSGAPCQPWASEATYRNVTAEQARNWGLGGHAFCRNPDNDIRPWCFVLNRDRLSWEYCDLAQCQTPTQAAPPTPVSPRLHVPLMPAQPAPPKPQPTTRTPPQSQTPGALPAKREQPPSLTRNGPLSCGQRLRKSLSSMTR
Target sequence (P00748 373-615 limits assumed): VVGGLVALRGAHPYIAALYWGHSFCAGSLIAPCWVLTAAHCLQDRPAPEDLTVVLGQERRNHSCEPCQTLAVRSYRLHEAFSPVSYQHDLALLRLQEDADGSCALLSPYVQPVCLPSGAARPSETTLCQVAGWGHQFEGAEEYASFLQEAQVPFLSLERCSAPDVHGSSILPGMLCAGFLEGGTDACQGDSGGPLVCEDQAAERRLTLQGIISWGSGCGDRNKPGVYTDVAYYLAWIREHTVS
Wee1 degr inh: human Wee1 degradation inhibition, primary screen; AID 1321; reporter increase, % at 5 µM; 1.2% of 220,000 active; HeLa Luc-Wee1K328M stability, luciferase luminescence; 100% = proteasome inhibitor MG132 effect;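 active = activation above the mean of all tested compounds plus 3 SD, set per screening run, cut at about 8.8% in these data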;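 note: cells exposed to compound for 20 h before luminescence read; 0% = DMSO alone and 100% = MG132 at 30 µM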
Runt-CBFb FRET: Runt domain-CBFb interaction inhibition; Cerulean-Runt/Venus-CBFb FRET ratio 530/480, 1 h; 0.46% of 220,000 active; inhibition, % at 20 µM; Q01196+Q13951;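 active = inhibition over about 50% at 20 µM in the single-dose screen, limit read from the data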;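 note: 0% = DMSO wells and 100% = excess unlabeled CBFb competitor control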
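Assay system: Cerulean-Runt domain / Medium: Tris 50 mM pH 7.5, KCl, K2SO4, 0.01% BSA / Timing: protein complex preformed 1 h, compound exposure 1 h, room temperature, dark / Measured by: FRET, excitation 422 nm, emission at 530 and 480 nm / Evaluation: loss of energy transfer signal / Control set: 5 µM unlabeled CBFb as full-inhibition high control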
The depositor's hits bear a star; nt = no result given; [ ] = another dose, or the depositor's remark.

Thrombin inh	FXIa inh 1536	hK5 inh	Hck Nef HTS	14-3-3 Bad PPI	Runt-SMMHC FRET	FXIIa inh 1536	Wee1 degr inh	Runt-CBFb FRET	Compound
-5	-6	4	1	-14	-2	3	-3	2	O=C(Nc1ccc(Cl)cc1)N(CCCN1CCOCC1)Cc1cccs1
4	3	-10	-23	-2	-2	14	-1	3	CC(C)c1nnc(NC(=O)CSc2ccccc2)s1
-1	11	-10	3	-21[fluorescence artefact?]	4	21	4	-4	Cc1ccc(Sc2ncccc2C(=O)O)cc1
1	-6	-25	11	2	13	-8	-1	13	CCCCCC1CCC(c2n[nH]c(=S)n2C)CC1 (stereo not given)
1	0	5	0	-11	1	5	2	1	Cc1cc(C)nc(SCc2nnc(SCC(=O)Nc3ccc(Cl)c(C(F)(F)F)c3)o2)n1
-2	-4	-3	1	1[fluorescence artefact?]	12	7	2	0	CC(=O)c1cccc(NC(=O)CN(C2CCCCC2)S(C)(=O)=O)c1
2	8	-3	-6	10	-1	16	3	-3	O=C1[C@@H]2Cc3c([nH]c4ccccc34)[C@@H](c3ccccc3)N2C(=O)[C@@H]2Cc3c([nH]c4ccccc34)[C@@H](c3ccccc3)N12
-2	1	-2	11	2	0	11	0	-1	S=C(Nc1ccc(Cl)cc1)NC1CCCCC1
16	5	38	0	14	3	20	-2	-5	COc1cc(N(C(=O)Cc2cccs2)C(C(=O)NC2CCCCC2)c2cccc(OC)c2OC)ccc1-n1cnnn1 (stereo not given)
-23	-8	-3	14	-1	3	6	-1	-3	CC(C)(C)N(Cc1ccccc1)C(=O)COC(=O)Cn1cnc2ccccc2c1=O
-6	-4	20	0	39[fluorescence artefact?]	1	9	2	-2	COc1cccc(CNCCSc2nnnn2C)c1OC
-3	-3	-6	17	-13	-1	5	0	1	Cc1cc(C)n2nc(C(=O)OCC(=O)c3cc(C)n(CC4CCCO4)c3C)nc2n1 (stereo not given)
-6	-9	-5	-2	0[fluorescence artefact?]	0	0	-2	0	CCOC(=O)c1cnn(-c2ccccc2)c1-n1cccc1
-6	-2	-10	1	8[fluorescence artefact?]	1	7	2	1	COc1ccc(N(CC(=O)Nc2ccc(S(=O)(=O)N3CCOCC3)cc2)S(=O)(=O)c2ccccc2)cc1
5	-6	-22	13	-25	3	13	-1	12	CN1CCN(NC(=O)CN2C(=O)S/C(=C\c3c(Cl)cccc3Cl)C2=O)CC1
-4	-1	1	14	3	-1	5	-2	2	CC(C)C[C@H](NC(=O)CCn1nnc2ccccc2c1=O)C(=O)O
-1	7	5	11	-3	3	3	10*	-1	Cc1c(C(=O)/C=C/N(C)C)nnn1-c1ccc(F)c(Cl)c1
3	-10	-11	3	6[fluorescence artefact?]	5	-2	-2	0	COc1ccc2cc(C(c3nnnn3CCc3ccccc3)N3CCC(O)CC3)c(=O)[nH]c2c1 (stereo not given)
-11	-4	-3	-2	-18	0	8	-1	-2	Cc1cccc(N2C(=O)C(CC(=O)Nc3cccc(F)c3)N(CCc3ccncc3)C2=O)c1 (stereo not given)
-7	19	-38	9	-3[fluorescence artefact?]	2	13	-1	0	NS(=O)(=O)c1cccnc1Nc1cccc(Cl)c1
-4	0	0	-4	-4	1	8	-1	0	CCN(CC)C(=O)c1[nH]cnc1C(=O)N[C@@H](CC(C)C)C(=O)OC(C)(C)C
-9	0	2	18	-4	-2	6	-1	1	O=C(Cc1nnc(NC(=O)Nc2ccc(F)cc2)s1)Nc1ccccc1
-1	-3	0	29	-13	2	6	0	5	C=CCn1c(-c2ccc(F)cc2)n[nH]c1=S
1	4	3	2	5	1	11	-2	7	CCN(C(=O)CN1CCN(c2ccccc2O)CC1)c1c(N)n(Cc2ccccc2)c(=O)[nH]c1=O
-1	1	1	17	-3	2	10	nt	2	CCO[C@H]1OC(C(=O)NC2CC2)=C[C@@H](c2ccccc2)[C@@H]1CCCO

Next section.
Thrombin inh	FXIa inh 1536	hK5 inh	Hck Nef HTS	14-3-3 Bad PPI	Runt-SMMHC FRET	FXIIa inh 1536	Wee1 degr inh	Runt-CBFb FRET	Compound
2	24	-18	1	0	4	26	1	0	O=C(COC(=O)CNC(=O)c1cccc([N+](=O)[O-])c1)Nc1ccccc1OC(F)F
4	-5	-17	-12	-8	-10	-3	-1	-13	CCOC(=O)N1CCN(C(=O)c2cccn3c(=O)c4c5c(sc4nc23)CCCC5)CC1
-7	-8	10	-1	6	1	10	1	-1	O=C(CS(=O)(=O)c1cn(Cc2cccc(F)c2)c2ccccc12)N1CCOCC1
-16	4	-1	-2	7	6	4	0	-1	O=C(NC(NC(=S)Nc1ccc(Cl)cc1)C(Cl)(Cl)Cl)c1ccco1 (stereo not given)
14	8	-2	5	10[fluorescence artefact?]	34	7	0	14	COc1cc(/C=C/C(=O)OCC(=O)N2CCC(Cc3ccccc3)CC2)ccc1O
1	1	-1	1	11	2	16	3	-2	CCC(CC)C(=O)N1CCCC(c2nc(-c3cccs3)no2)C1 (stereo not given)
-6	-3	-5	23	1	0	5	1	0	CCCn1nc(C(=O)N2CCCc3ccccc32)c2ccccc2c1=O
8	2	1	0	-2	1	1	5	6	O=C(COC(=O)CCC1CCCC1)Nc1nc2c(F)c(F)c(F)cc2s1
-6	3	-15	17	1	41	12	-2	46	Cc1sccc1C1C(C#N)=C(N)SC(N)=C1C#N
0	-2	18	6	-5	1	8	-1	3	O=C(Nc1ccc2c(c1)OCO2)N1CCN(Cc2ccco2)CC1
0	-1	2	7	4	2	13	-2	0	COc1ccccc1C1C(C(N)=O)=C(C)Nc2ncnn21 (stereo not given)
1	4	-11	3	5	-9	2	-3	1	Cc1cccc2cc(C(c3nnnn3Cc3ccc4c(c3)OCO4)N3CCCC3)c(=O)[nH]c12 (stereo not given)
-12	-3	-17	-3	-25	-1	5	-2	1	CCOc1ccc(NC(=S)NCCCN2CCN(C3CCCCC3)CC2)cc1
2	2	2	1	5[fluorescence artefact?]	-2	18	-2	-3	COc1ccc(-c2cc(C(F)(F)F)nc(SCCC(=O)N3CCN4CCCC4C3)n2)cc1 (stereo not given)
-10	-1	2	25	-14	3	9	0	-4	COc1ccc(-n2c(=O)c3c4c(sc3n(CC(=O)NCC3CCCO3)c2=O)CCCC4)c(OC)c1 (stereo not given)
32	9	46*	0	-4	3	15	2	-1	O=[N+]([O-])c1cccc(-c2cc3cccc[n+]3cc2-c2cccc([N+](=O)[O-])c2)c1
-6	2	2	2	10	1	13	1	3	O=C(CSc1nc2ccccc2c(=O)[nH]1)c1cccs1
4	-2	0	22	-12	0	8	4	0	O=C(COC(=O)CCSc1ccccc1)NCc1ccc(F)cc1
-11	4	-13	3	-6[fluorescence artefact?]	-4	1	2	-1	O=S(=O)(c1ccccc1)c1nc(-c2ccco2)oc1Nc1ccccc1
-2	-2	0	-10	-8	-6	nt	-3	3	Cc1ccc(-c2cc(C(=O)Nc3c(C)n(C)n(-c4ccccc4)c3=O)no2)cc1
-6	-3	0	23	1	0	2	-3	1	Cc1cc(C)cc(NC(=O)N(CCC#N)Cc2cccs2)c1
-3	5	-18	3	-10	-9	7	2	-5	COc1ccc(-n2c(C)cc(-c3csc(NC(=O)c4ccc(S(=O)(=O)N(C)C)cc4)n3)c2C)cc1
0	-11	-12	5	-4	1	10	3	3	CCOC(=O)CCCCC(=O)NC(CO)C(=O)NC (stereo not given)
0	7	-6	2	-8	0	5	0	0	NNC(=O)c1cccc(O)c1
-2	1	nt	4	0	0	12	-2	1	CCCSc1nc2c3c(sc2c(=O)[nH]1)CC(C)(CC)OC3 (stereo not given)

A second format for part of the listing above.
mol	Thrombin inh	FXIa inh 1536	hK5 inh	Hck Nef HTS	14-3-3 Bad PPI	Runt-SMMHC FRET	FXIIa inh 1536	Wee1 degr inh	Runt-CBFb FRET
COc1ccc(-c2cc(C(F)(F)F)nc(SCCC(=O)N3CCN4CCCC4C3)n2)cc1 (stereo not given)	2	2	2	1	5[fluorescence artefact?]	-2	18	-2	-3
COc1ccc(-n2c(=O)c3c4c(sc3n(CC(=O)NCC3CCCO3)c2=O)CCCC4)c(OC)c1 (stereo not given)	-10	-1	2	25	-14	3	9	0	-4
O=[N+]([O-])c1cccc(-c2cc3cccc[n+]3cc2-c2cccc([N+](=O)[O-])c2)c1	32	9	46*	0	-4	3	15	2	-1
O=C(CSc1nc2ccccc2c(=O)[nH]1)c1cccs1	-6	2	2	2	10	1	13	1	3
O=C(COC(=O)CCSc1ccccc1)NCc1ccc(F)cc1	4	-2	0	22	-12	0	8	4	0

Going on with the list.
Thrombin inh	FXIa inh 1536	hK5 inh	Hck Nef HTS	14-3-3 Bad PPI	Runt-SMMHC FRET	FXIIa inh 1536	Wee1 degr inh	Runt-CBFb FRET	Compound
1	3	1	18	-4	-1	7	7	2	CCN(CC)CCOCCOC(=O)C(CC)(CC)c1ccccc1
-1	-19	1	1	9	4	20	2	-4	C=CCN1C(=Nc2ccccc2)SC/C1=C\C(=O)OC
nt	4	0	27	-11	2	9	0	0	O=C(CS(=O)(=O)Cc1ccccc1)NCc1ccco1
3	4	2	21	6	0	7	nt	2	O=Cc1cccn1-c1ccccc1
-2	-12	-2	0	-2	-2	-20	-2	-1	O=C(CSc1nnnn1-c1cccc2c1CCCC2)N1CCOCC1
4	-2	-2	7	-18	-4	3	0	0	COc1cccc(C(=O)CC(=O)C(=O)Nc2cc(Cl)c(OC)cc2OC)c1
-4	24	-5	-1	15	0	20	-4	-2	CC1CCc2c(sc3nc(CN4CCN(S(=O)(=O)c5ccccc5[N+](=O)[O-])CC4)[nH]c(=O)c23)C1 (stereo not given)
-10	1	-9	12	-3	0	1	4	0	NC(N)=Nc1ccc(N=C(N)N)cc1
-5	-5	-2	0	0	0	0	-2	-1	COc1cc(-c2nc(-c3ccncc3)no2)cc(OC)c1OC
-5	-11	-5	-1	-12	3	-1	0	-3	Cc1cc(=O)oc2cc(OCc3cc4c(cc3Cl)OCO4)ccc12
2	3	-1	0	-21	-4	16	-1	-2	CCN1C(=O)C(CC(=O)Nc2ccc(OC)cc2)N(Cc2cccs2)C1=S (stereo not given)
-16	-4	2	15	-7	-4	1	1	1	CCOC(=O)C1C2C=CC3(CN(Cc4ccccc4)C(=O)C13)O2 (stereo not given)
-3	-2	3	-39	-4	-1	nt	-2	0	CN1C(=O)CC(C(=O)Nc2ccccc2F)SC1=Nc1ccc2c(c1)OCO2 (stereo not given)
-13	-2	-4	-6	-3	1	-4	-4	1	O=C(CCS(=O)(=O)c1ccccc1)N1CCOCC1
-4	-8	nt	6	-2	3	6	1	0	COCCOc1cc(N(CC(=O)N(C)C)S(=O)(=O)c2ccccc2)c(Cl)cc1Cl
-6	-5	-3	17	-5	-25	3	0	-6	Cc1nc2ccc(NC(=S)N3CCCC3)cc2nc1C
-2	15	-11	21	4[fluorescence artefact?]	-4	12	-4	3	Cc1ccc(/C=C/C(=O)Nc2nnc(SCc3ccc(C#N)cc3)s2)o1
-7	7	-8	3	-18	-3	14	7	3	CC1(C)CC(=O)C(C(=S)Nc2ccc(F)cc2)=C(NCCN2CCOCC2)C1
-1	-2	4	24	-3	nt	9	1	nt	COc1cccc(Cn2cc(C(=O)NCCN(C)C)nn2)c1
-7	3	-18	3	2	7	-12	1	23	Cc1ccc(-n2cc[nH]c2=S)cc1C
1	2	3	40	-3	0	8	nt	11	C/C=C\C=C\C(=O)Nc1cccc(C2=NOC3(C2)C[C@@H](C(N)=O)N(C(=O)C(c2ccccc2)c2ccccc2)C3)c1 (stereo not given in full)

Screening data: PubChem, several laboratories
